Screening results as filed in PubChem BioAssay.
Rad51 HR inh – blocks human Rad51 in homologous recombination | Q06609 | hRad51 DNA strand exchange, fluorescence dequenching | inhibition, % at 10 µM | 200,000 compounds, 0.085% hits | AID 1385;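 active = inhibition above 40% at the single screening dose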;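 note: 0% = DMSO control wells and 100% = blanks with heterologous ssDNA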
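System: human Rad51 nucleoprotein filaments preassembled on unlabelled ssDNA. Reagent: labelled 47-mer dsDNA for strand exchange. Schedule: 30-min compound preincubation and 15-min exchange, both room temperature. Measured by: FRET fluorescence dequenching, excitation 485 nm, emission 520 nm. Read-out: Fluorescence-based percent inhibition, control- and blank-normalised. Benchmarks: plate controls and plate blanks.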
TNF necrop inh – blocks TNF-alpha induced death of Jurkat FADD-/- cells | activation (protection from cell death), % at 10 µM | 220,000 compounds, 0.068% hits | Jurkat FADD-/- TNF necroptosis rescue, ATP luminescence, 24 h; 0 = TNF only, 100 = no-TNF cells;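 active = activation, meaning protection from cell death, of at least 50% relative to plate controls; inactive = activation below 50%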;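 note: necroptosis triggered by 40 ng/mL TNF-alpha added together with compound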
Hck-Nef inh – human Hck-Nef kinase inhibition; P08631; Recombinant Hck-YEEI plus Nef, Z-Lyte FRET kinase assay; inhibition, % at 20 µM; 220,000 compounds, 0.68% hits;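 active = Hck-Nef kinase inhibition above about 50%, limit read from the data; inactive = inhibition below that limit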;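 note: 0% = DMSO with Hck plus Nef and 100% = Hck alone without Nef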
FXIIa inh – factor XIIa (human) inhibition | purified FXIIa, Boc-QGR-AMC fluorogenic substrate, 2 h | 220,000 compounds, 0.3% hits | inhibition, % at 5 µM; in the data active = inhibition above about 40%;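 note: 0% = enzyme with no compound and 100% = blank without enzyme; many of its hits are not listed in these tables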
Cl transport mod – KCC2 (human) Cl- transport modulation; Q9H2X9; KCC2 cells, thallium flux FluoZin-2 fluorescence; B-score of Tl+ flux slope (higher = more flux/activation; lower = inhibition) at 10 µM; 190,000 compounds, 2.2% hits;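 active = thallium flux slope and its plate-corrected score both differing from the plate sample mean at a set confidence after two filtering rounds, in either direction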;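 note: slope of fluorescence scaled to starting intensity during 10 to 20 s after thallium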
Target sequence (Q9H2X9 whole entry, looked up): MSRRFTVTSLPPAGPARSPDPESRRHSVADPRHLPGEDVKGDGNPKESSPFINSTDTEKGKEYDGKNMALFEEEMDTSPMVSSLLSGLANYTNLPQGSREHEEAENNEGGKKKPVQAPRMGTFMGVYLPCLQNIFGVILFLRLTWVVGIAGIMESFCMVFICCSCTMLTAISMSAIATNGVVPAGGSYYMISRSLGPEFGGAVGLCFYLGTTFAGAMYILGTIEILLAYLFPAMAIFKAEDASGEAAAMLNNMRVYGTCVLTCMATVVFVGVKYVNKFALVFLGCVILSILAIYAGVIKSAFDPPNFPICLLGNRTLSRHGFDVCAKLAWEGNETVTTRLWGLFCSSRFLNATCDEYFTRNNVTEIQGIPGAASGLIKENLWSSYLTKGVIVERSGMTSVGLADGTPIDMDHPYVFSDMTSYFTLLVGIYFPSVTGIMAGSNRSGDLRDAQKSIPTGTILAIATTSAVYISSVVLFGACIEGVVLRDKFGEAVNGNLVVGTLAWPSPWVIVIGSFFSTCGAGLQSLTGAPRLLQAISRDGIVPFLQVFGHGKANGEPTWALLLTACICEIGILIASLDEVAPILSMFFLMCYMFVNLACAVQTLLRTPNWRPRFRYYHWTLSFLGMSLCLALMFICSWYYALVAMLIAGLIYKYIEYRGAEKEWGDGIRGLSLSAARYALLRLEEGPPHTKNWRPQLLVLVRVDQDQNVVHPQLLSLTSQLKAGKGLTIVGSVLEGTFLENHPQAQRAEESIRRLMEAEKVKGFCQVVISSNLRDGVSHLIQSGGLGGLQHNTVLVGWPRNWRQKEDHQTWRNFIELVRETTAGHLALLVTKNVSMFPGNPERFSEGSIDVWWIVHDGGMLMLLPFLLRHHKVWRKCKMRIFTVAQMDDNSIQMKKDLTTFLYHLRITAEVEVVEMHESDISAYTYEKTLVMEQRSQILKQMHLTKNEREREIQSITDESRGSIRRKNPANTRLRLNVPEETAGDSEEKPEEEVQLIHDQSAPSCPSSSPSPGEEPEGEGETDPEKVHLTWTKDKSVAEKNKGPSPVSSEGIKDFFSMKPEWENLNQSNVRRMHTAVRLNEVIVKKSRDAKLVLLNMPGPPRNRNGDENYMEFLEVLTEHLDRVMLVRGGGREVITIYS
FXIa inh – blocks human coagulation factor XIa protease activity | P03951 | purified FXIa, Boc-Glu-Ala-Arg-AMC fluorogenic substrate | inhibition, % at 5 µM | 220,000 compounds, 0.14% hits | AID 798;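 active = inhibition of at least 40%; inactive = inhibition below 40%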;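 note: fluorescence of freed AMC excited at 355 nm; 0% = enzyme without compound and 100% = no enzyme blank; many of its hits are not listed in these tables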
thrombin 1536 – inhibitors of human thrombin; P00734; AID 1046; inhibition, % at 5 µM; alpha-thrombin, Boc-VPR-AMC fluorogenic substrate cleavage; 220,000 compounds, 0.26% hits;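 active = inhibition at or above 40%; inactive = inhibition below 40%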;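 note: 0% = enzyme with no compound and 100% = wells without enzyme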
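System – human alpha-thrombin · Medium – pH 7.5 Tris (50 mM) with NaCl 150 mM, Tween 20 0.05% · Compound – single-point dosing at 5 µM, 0.2% DMSO · Incubation – enzyme reaction carried out at room temperature · Technique – fluorescence of released AMC, ex 355 nm, em 460 nm · Read-out basis – % inhibition of thrombin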
zVAD death inh – blocks zVAD induced death of L929 cells. L929 zVAD necroptosis rescue, ATP luminescence, 24 h; with zVAD 60 µM. viability rescue, % at 10 µM. 220,000 compounds, 0.38% hits;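 active = activation, scaled between plate controls, above about 75%, limit read from the data; inactive = activation under that limit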;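 note: 0% = zVAD with DMSO and 100% = DMSO alone without zVAD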
hK5 inh – kallikrein 5 (human) inhibition | Q9Y337 | inhibition, % at 5 µM | recombinant hK5, fluorogenic AMC substrate cleavage | 210,000 compounds, 0.59% hits;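 active = inhibition of 40% or more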;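 note: 0% = enzyme controls without compound and 100% = no-enzyme blanks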
Numbers without * were called inactive; / = no result given. Not all compounds are listed. The share of hits here may be higher or lower than overall.

SMILES	Rad51 HR inh	TNF necrop inh	Hck-Nef inh	FXIIa inh	Cl transport mod	FXIa inh	thrombin 1536	zVAD death inh	hK5 inh
OCCCCNCc1cc(Br)ccc1OCc1ccccc1	23	0.8	2	10	0.027	0	6	-0.1	-1
Cc1ccc(Nc2nc(C)cs2)cc1	-1	26	18	7	0.013	2	-8	15	3
COc1ccc(OCC(=O)O/N=C(\N)c2ccc(OC)cc2)cc1	-10	1.0	6	1	-0.055	-4	-7	0.1	10
CCOc1ccc(C(=O)C(CCC(CN(C)C)C(=O)c2ccc(OCC)cc2)CN(C)C)cc1 (stereo unspecified)	-4	-14	0	5	0.99	-3	-12	55	-14
Cc1ccc2c(CC(=O)OC(C)C(=O)NCc3ccc4c(c3)OCO4)coc2c1 (stereo unspecified)	-2	1.0	0	22	-1.9	22	7	0.9	-22
CCOC(=O)c1c(C)n(C)c2cc([N+](=O)[O-])c(O)c([N+](=O)[O-])c12	-20	1.0	-9	18	-0.24	9	6	0.7	32
CC(C)Oc1ccc(C2CC(=O)N(c3cccc(C(=O)O)c3)C2=O)cc1 (stereo unspecified)	-4	-1.4	2	10	1.1	3	4	0.5	1
CCn1nnc(C(=O)O)c1C(=O)O	-2	-0.8	0	7	2	-1	-7	-0.7	-35
COc1c(C)cc(Br)cc1C(=O)Nc1ccccc1C	-3	0.0	15	2	0.41	2	-8	22	-6
COc1cc2c(cc1NC(=O)Cn1cnc3c1c(=O)n(C)c(=O)n3C)oc1ccccc12	11	-5.9	1	11	-0.47	3	4	0.6	6
Cc1cccc(NC(=O)C2CC(=O)N(c3ccccc3)C2)c1C (stereo unspecified)	-2	0.3	-1	4	0.068	-6	-4	0.0	-3
COCCN=c1scc(C)n1/N=C/C1CC2C=CC1C2 (stereo unspecified)	-4	0.8	-4	/	-0.14	-3	-6	2.5	-2
COCCn1nnnc1CN(CCc1ccccc1)Cc1cc2ccc(C)cc2[nH]c1=O	6	-1.5	8	19	-1.1	6	4	-0.1	-21
O=C(COc1ccc([N+](=O)[O-])cc1)NCCC1=CCCCC1	/	1.8	1	9	-0.34	8	-8	0.2	-19
O=C(O)c1ccc(N=NNc2cccc([N+](=O)[O-])c2)cc1	15	-1.3	26	17	-0.48	3	19	3.3	-3
CC(C)Cc1csc(NC(=O)C(C)C)c1C(=O)O	/	-0.9	8	4	0.11	-3	-4	0.8	0
Cc1c(Br)c([N+](=O)[O-])nn1CC(=O)Nc1sc2c(c1C(=O)OC(C)C)CCCC2	-2	-1.7	0	11	0.18	-9	-20	0.1	-9
Clc1ccc(-c2nnc3sc(-c4ccccn4)nn23)cc1	-2	-2.3	2	19	1.2	8	4	0.0	-19
O=C(c1ccco1)N1CCN(S(=O)(=O)c2ccc(C3CCCCC3)cc2)CC1	9	-0.4	1	16	/	4	-1	1.0	0
CC(=O)Nc1ccc(S(=O)(=O)Nc2nc3ccccc3nc2Sc2nncn2C)cc1	2	1.3	2	13	/	6	2	1.8	-20
NC1=NC(c2ccccc2)N=C(Nc2ccccc2)N1 (stereo unspecified)	-3	-8.1	6	0	-0.59	-2	-11	0.5	-11
CC(NS(C)(=O)=O)C(c1cccs1)N1CCN(C)CC1 (stereo unspecified)	6	0.4	2	7	0.31	-3	0	0.4	-14
CCn1cc(C(=O)N2CC=C(c3ccccc3)CC2)c(=O)c2ccc(C)nc21	/	-2.3	2	10	-3.3	5	1	0.6	-3
Cn1cnnc1SCCOc1ccc(Cl)cc1	5	0.7	20	10	/	5	-5	2.5	0
COC(=O)c1nc2ccc(C)cn2c1F	5	-0.1	0	12	0.067	3	-5	0.4	-26

Results in zVAD death inh, for 4 of the compounds above:
| SMILES | zVAD death inh |
| --- | --- |
| O=C(c1ccco1)N1CCN(S(=O)(=O)c2ccc(C3CCCCC3)cc2)CC1 | 1.0 |
| CC(=O)Nc1ccc(S(=O)(=O)Nc2nc3ccccc3nc2Sc2nncn2C)cc1 | 1.8 |
| NC1=NC(c2ccccc2)N=C(Nc2ccccc2)N1 (stereo unspecified) | 0.5 |
| CC(NS(C)(=O)=O)C(c1cccs1)N1CCN(C)CC1 (stereo unspecified) | 0.4 |

Further entries follow.
SMILES	Rad51 HR inh	TNF necrop inh	Hck-Nef inh	FXIIa inh	Cl transport mod	FXIa inh	thrombin 1536	zVAD death inh	hK5 inh
O=c1cc2c(nn1Cc1cccc(Cl)c1)-c1ccccc1CC2	2	-0.7	3	17	/	-4	-13	0.0	-25
CN1c2ccccc2C(=O)C(=C2SCCCS2)S1(=O)=O	/	-2.3	23	11	0.19	3	-3	-1.1	1
COc1ccc(NC(=O)CCc2c(C)nc3nc(C)nn3c2C)cc1	-9	-0.8	2	7	0.62	16	-7	-0.1	0
COc1ccc(C2C(C#N)=C(N)OC3=C2C(=O)CC(C)(C)C3)cc1Cn1cc([N+](=O)[O-])cn1 (stereo unspecified)	-4	4.0	1	11	0.46	4	12	0.2	8
COc1ccc2nc(SCC(=O)Nc3ccc4c(c3)OCCO4)[nH]c2c1	/	-2.5	3	4	-2.5*	-8	-5	0.7	-25
COc1ccc(-c2nnc(SCC(=O)Nc3ccc(Cl)cc3)n2C)cc1	9	2.0	1	-4	-0.34	-11	-5	-0.2	13
CCCCN1CN=C(Nc2nc3ccccc3o2)NC1	-1	-0.4	0	-2	/	-3	-1	0.3	3
CC(=O)Nc1sc2c(c1C(N)=O)CCN(Cc1ccccc1)C2	-7	-0.3	5	10	0.53	0	3	-0.3	-1
Cc1cccnc1NC1(C(F)(F)F)N=C(c2ccccc2)NC1=O (stereo unspecified)	-5	-3.2	1	-3	/	-1	-2	-0.1	1
Cc1ccc(N=Cc2c(O)n(C)c(=O)n(C)c2=O)nc1	4	-1.2	5	9	-0.64	12	1	0.2	-11
CCCn1c2c(c(O)c(C(=O)Nc3ccc(C)cn3)c1=O)CCCC2	/	-0.7	0	/	-0.078	/	/	0.0	/
CCN(C(=O)c1c(C)cc(=O)oc1C)c1ccc2c(c1)OCO2	2	-1.6	-2	0	0.37	3	-27	0.1	-4
COc1ccc(N2CCN(C(C)C(=O)N3CCCC3)CC2)cc1 (stereo unspecified)	/	-0.4	12	8	1.1	2	2	0.0	5
O=c1[nH]ncc2c3ccccc3n(Cc3ccc(F)cc3)c12	-1	-0.2	10	-2	/	-6	-1	1.1	-7
O=C(NNC1=Nc2cc([N+](=O)[O-])ccc2OC1)c1ccccc1Cl	-4	0.3	7	7	-0.01	7	-2	-0.7	-20
COc1nc(NCCO)nc(Nc2ccccc2F)n1	-4	-1.0	5	5	0.69	-1	1	-0.4	-12
Cc1cc2nc(-c3cccnc3SCC(=O)NC3CC3)[nH]c2cc1C	-3	-2.9	12	7	-1	2	-4	0.7	4
Cc1c(Br)c(C(F)(F)F)nn1CC(=O)NCCCn1ccnc1	-7	0.1	27	5	0.35	0	3	1.2	-2
COc1ccc(C(=O)NCc2csc(-c3cccs3)n2)cc1	-5	-0.6	4	5	-1.1	-2	2	-0.3	-5
CCCCn1c(SCC(=O)N2CCCC2)nc2c1c(=O)n(C)c(=O)n2C	2	-2.0	0	0	0.21	-8	-1	-0.5	-10
CC1(NC(=O)N2CCOCC2)CCS(=O)(=O)C1 (stereo unspecified)	-1	-2.7	1	-1	/	-3	-9	-0.4	-18
Cc1cc(C)cc(NC(=O)C2(c3ccccc3)CC2(Cl)Cl)c1 (stereo unspecified)	-3	-0.3	1	13	0.67	-17	0	-0.1	5
Cc1c([C@@H]2C[C@H]3CN(Cc4cccc(Cl)c4)C(=O)[C@]34CCCN24)cnn1C	/	-1.6	-7	15	-0.41	5	0	-0.9	/
O=C(Nc1ccccc1-c1ccccc1)C(c1ccccc1)c1ccccc1	-9	-1.1	1	11	0.93	11	-8	0.3	-14
COc1cccc(NC(=O)N2CCCC(C(=O)NCc3ccc(F)cc3)C2)c1 (stereo unspecified)	-6	1.0	7	2	-0.0085	-4	-4	0.3	-3
Next section.
SMILES	Rad51 HR inh	TNF necrop inh	Hck-Nef inh	FXIIa inh	Cl transport mod	FXIa inh	thrombin 1536	zVAD death inh	hK5 inh
O=c1[nH]cnc2nc3n(c12)CCCCC3	1	0.1	-1	17	/	2	0	1.0	1
O=C(CNC(=O)OCc1ccccc1)NC1CCCCCC1	-2	1.5	17	0	-0.94	-5	5	0.5	-5
C#Cc1ccc([C@H]2C=C(C(=O)NCc3ccccc3)O[C@@H](OCC)[C@@H]2CCCO)cc1	-4	3.1	2	8	-1.1	2	0	1.3	1
CCOc1ccc(C(=O)OCc2nnc(-c3cccs3)o2)cc1OC	-23	-0.4	1	-4	/	-11	-4	0.1	-4
O=C(Nc1cccn2ncnc12)c1ccccc1	3	-4.0	4	7	0.022	-5	-5	-0.2	-19
O=C1C2CCC(C(O)C2)N1Cc1ccccc1 (stereo unspecified)	-3	-0.1	1	0	0.28	1	2	1.8	6
Cc1ccccc1-c1nc(-c2cccnc2)no1	6	-1.9	-1	2	-0.048	-7	-5	-0.5	-3
C#CCNc1nc(C)nc2c1nnn2Cc1ccccc1F	-9	-2.9	3	19	/	8	-8	-0.2	-9
COCCCNC(=O)c1cccn2c(=O)c3cc4ccccc4cc3nc12	6	-4.1	24	-3	-0.34	32	-20	1.8	3
COc1ccc(-c2nn(-c3ccccc3)cc2/C=N/NC(=O)c2cccc(S(=O)(=O)Nc3ccccc3Cl)c2)cc1	/	1.3	1	12	0.54	6	0	1.2	-8
CNc1ncnc(Sc2ccc(Cl)cc2)c1[N+](=O)[O-]	-23	3.1	8	3	/	4	-4	-0.6	1
O=C(/C=C/c1ccco1)Nc1ccc2c(c1)OCO2	-4	-3.5	20	4	0.032	-4	-8	2.5	-5
CCOc1ccc(-c2n[nH]c(C(=O)NN)c2C)cc1	4	3.1	0	9	0.4	-8	0	0.1	2
CN1CCN(C(=O)c2cc3c(n(-c4ccccc4)c2=O)CC(C)(C)CC3=O)CC1	-6	0.9	-1	8	0.61	-24	-9	0.6	5
OC(COc1ccc(Cl)c2ccccc12)CN1CCN(c2ccccn2)CC1 (stereo unspecified)	-1	1.4	-3	2	-0.25	-2	-4	2.5	-10
COc1ccc(CC(=O)NNC(=O)c2ccc(NC(C)=O)cc2)cc1	17	0.0	0	-7	1.7	-4	2	30	-21
Cc1ccc(O)c(CCc2ccc(O)cc2)n1	9	0.1	13	6	-0.29	20	-9	9.0	-1
O=C(NCCCNC1CCCCC1)c1ccc(/C=N/O)nc1	-8	0.0	-1	15	/	4	0	0.1	-11
CCN(CC)CCN1C(=O)C(O)=C(C(=O)c2cccs2)C1c1ccccn1 (stereo unspecified)	1	-0.5	-20	6	1.4	4	-5	-1.6	-10
O=[N+]([O-])c1ccc(Nc2c3ccccc3nc3ccccc23)cc1	-1	-0.2	22	9	-0.33	3	0	-2.0	4
CC1CC(C)(C)NC(=S)N1CCC(=O)NCCc1ccc(Cl)cc1 (stereo unspecified)	16	0.2	25	15	-0.22	-1	3	1.2	1
COc1ccc(C2/C=C\CN(C(=O)C3CCCCC3)CC(=O)N2Cc2ccc(F)cc2)cc1 (stereo unspecified)	-1	-0.8	28	9	-0.99	1	4	-0.5	4
O=C(CSc1ccc2nnc(-c3ccccn3)n2n1)Nc1nccs1	-4	-0.7	15	5	1.3	-4	-12	-0.8	-7
